Screening data: PubChem BioAssay, National Center for Advancing Translational Sciences (NCATS)
NPSR antag – neuropeptide S receptor (human) antagonism, cAMP; Potency, µM (series often up to 38.3 µM), inactives show at the top dose activity change, negative = inhibition, most hits filed as inhibitors; Q6W5P4; actives 1% (n = 220,000); CHO-NPSR cells, cAMP TR-FRET, antagonist mode; note: potency is the fitted concentration of half-maximal effect; % is set by controls: 0 for no effect and ±100 for the full control effect; nearly all actives have a fitted effect of over 50% in size; many of its hits are not listed in these tables
TexasRed fluor – counter-screen for TRb-SRC2 inhibitors: fluorescence interference. TRb/SRC2 Texas Red total fluorescence interference. Potency, µM (doses to about 106 µM), for inactives: top-dose fluorescence change, negative = quenching. actives 0.29% (n = 280,000); active = well fitted curve in either direction with a large enough effect; inconclusive = small, poorly fitted or top-dose-only effect; note: potency is the fitted concentration of half-maximal effect; % is set by controls: 0 for no effect and ±100 for the full control effect
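Flags fluorescent or light-absorbing compounds by total fluorescence, S + 2P, at 555 nm excitation and 632 nm emission. Mixture: 20 nM Texas Red SRC2 peptide, 0.6 uM human TRb LBD, 1 uM T3, 5% DMSO; compound exposure 5 h at ambient temperature.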
Epigenetic reg – epigenetic control regulation, reporter derepression; actives 0.2% (n = 280,000); AID 1865; murine LDR cells, GFP reporter derepression, 30 h; Potency, µM (highest dose often 53.9 µM), for inactives: at the top dose GFP activation, actives largely listed as activators; note: potency is the fitted concentration of half-maximal effect; % of control where 0% means no effect; nearly all actives have a fitted effect of over 60% in size
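Derepression of a silenced CMV-GFP reporter in murine LDR cells is scored by enumerating GFP-positive cells with a laser-scanning microplate cytometer after 30 hours of treatment at 37 C.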
TRb-SRC2 inh – disrupts binding of human TR beta to SRC2; Potency, µM (highest dose often 106 µM), for the others: at the highest dose activity change, negative = inhibition, most hits filed as inhibitors; P10828; actives 0.065% (n = 280,000); TRbeta-SRC2 peptide binding, fluorescence polarization; receptor liganded with 1 µM T3; AID 1469;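 note: potency is the fitted concentration of half-maximal effect; plate controls were bound peptide for no effect and peptide without receptor for full effect; nearly all actives have a fitted effect of over 50% in size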
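Binding of a 20-amino-acid Texas Red SRC2 peptide (20 nM) to TRb ligand-binding domain (0.6 uM) with agonist T3 at 1 uM was followed by fluorescence polarization after a 5 hr room-temperature incubation.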
aGal spleen mod – inhibitors or activators of human alpha-galactosidase in spleen homogenate; human spleen homogenate, 4MU-alpha-Gal fluorescence, 40 min; Potency, µM (doses to about 80 µM), inactives show at the top dose activity change, negative = inhibition, most hits filed as inhibitors; actives 0.008% (n = 240,000); AID 2107;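 note: potency is the fitted concentration of half-maximal effect; 0% = enzyme with vehicle and -100% = no enzyme basal signal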
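Inhibition or activation of alpha-galactosidase in human spleen homogenate is scored by 4-MU fluorescence after 40 min at 37C, pH 5.0, with 1 mM substrate. AC50s come from concentration-response fitted to the Hill equation.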
Tau FP inhib – tau fibrillization inhibition (FP) | P10636 | K18 P301L tau heparin fibrillization, Alexa594 FP, 6 h | Potency, µM (doses to about 57.7 µM), inactives show top-dose activity, negative = inhibition, usual class: inhibitors | actives 0.39% (n = 280,000); note: potency is the fitted concentration of half-maximal effect; % is set by controls: 0 for no effect and ±100 for the full control effect; nearly all actives have a fitted effect of over 55% in size
Target sequence (P10636 561-689 P618L limits assumed): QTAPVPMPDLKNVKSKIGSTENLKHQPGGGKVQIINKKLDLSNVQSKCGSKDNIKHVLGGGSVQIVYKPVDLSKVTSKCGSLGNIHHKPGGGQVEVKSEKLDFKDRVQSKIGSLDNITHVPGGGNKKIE
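Human tau K18 […] P301L fragment, 15 uM unlabeled plus 0.24 uM Alexa 594-labeled tau (final), with compound and 20 uM heparin in 100 mM sodium acetate pH 7; 6 hr at 37 C, then Alexa 594 FP read.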
CBFb-RUNX1 inh – inhibitors of human CBF-beta and RUNX1 interaction; 230,000 tested, under 10 active; Potency, µM (highest dose often 59.8 µM), without a hit: at the highest dose activity, negative = inhibition, hits mostly inhibitors; AlphaScreen CBFb-His/RUNX1-biotin binding, biochemical; note: % of control where 0% means no effect
Target sequence (Q01196 whole entry, looked up): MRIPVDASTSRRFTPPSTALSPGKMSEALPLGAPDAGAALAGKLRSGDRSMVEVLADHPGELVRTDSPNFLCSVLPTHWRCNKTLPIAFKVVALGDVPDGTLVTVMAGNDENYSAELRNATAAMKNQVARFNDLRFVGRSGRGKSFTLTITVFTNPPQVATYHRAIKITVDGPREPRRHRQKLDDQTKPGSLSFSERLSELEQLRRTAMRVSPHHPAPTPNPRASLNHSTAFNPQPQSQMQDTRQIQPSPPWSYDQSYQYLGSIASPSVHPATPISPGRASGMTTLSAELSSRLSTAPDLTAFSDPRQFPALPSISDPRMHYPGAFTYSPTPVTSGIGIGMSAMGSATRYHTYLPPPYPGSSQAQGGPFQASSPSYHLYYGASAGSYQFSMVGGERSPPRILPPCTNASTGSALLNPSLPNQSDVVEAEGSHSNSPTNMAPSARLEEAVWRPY
Target sequence (Q13951 whole entry, looked up): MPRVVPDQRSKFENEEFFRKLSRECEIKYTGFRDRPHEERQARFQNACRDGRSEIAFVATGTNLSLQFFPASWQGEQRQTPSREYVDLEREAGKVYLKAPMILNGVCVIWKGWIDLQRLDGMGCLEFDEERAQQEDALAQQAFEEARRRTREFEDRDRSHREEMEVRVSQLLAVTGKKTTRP
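CBF-beta (His) and RUNX1 (biotin), 30 nM each; 20 min preassociation; + compound, 15 min; + beads 50 ng each (Ni, streptavidin), 90 min; RT; AlphaScreen read.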
Tau fluor counter – counter-screen for tau fibril formation inhibitors; AID 1463; actives 0.93% (n = 280,000); tau K18 P301L (four-repeat tau fragment) Alexa594 fluorescence, heparin fibrillization; Potency, µM (doses to about 57.7 µM), for the others: at the top dose activity change, negative = decrease; note: potency is the fitted concentration of half-maximal effect; % is set by controls: 0 for no effect and ±100 for the full control effect; nearly all actives have a fitted effect of over 55% in size
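Human K18 P301L tau (15 uM unlabeled plus 0.24 uM Alexa 594-labeled, final) in 100 mM sodium acetate pH 7 was mixed with compound and 20 uM heparin and incubated 6 hr at 37 C.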
* hit, by the source's call; ? = inconclusive; nt = no result given; & = joins results of further samples; [ ] = another dose, or the depositor's remark. Unless noted, calls come from the whole dose curve; as a rule, active = well fitted curve in the direction sought with a large enough effect; inconclusive = small, poorly fitted or top-dose-only effect, or another doubt; inactive = no such curve, though single readings can be large; an effect the other way counts as inactive or inconclusive. The list is partial. The share of hits here may be higher or lower than overall.

SMILES	NPSR antag	TexasRed fluor	Epigenetic reg	TRb-SRC2 inh	aGal spleen mod	Tau FP inhib	CBFb-RUNX1 inh	Tau fluor counter
Cc1ccc(C(c2nnnn2Cc2ccccc2)N2CCN(Cc3ccccc3)CC2)cc1 (stereo unspecified)	?	0.7%	-1.2%	-0.1%	-0.9%	-6.0%	3.3%	-11.8%
CC(Nc1oc(-c2ccc(COc3ccccc3)o2)nc1C#N)c1ccccc1 (stereo unspecified)	nt	-15.4%	2.7%	4.2%	nt	-9.5%	nt	?
COc1ccc(CCNC(=O)Cc2c(Cl)cccc2Cl)cc1	-8.8%	-2.8%	-1.4%	-5.7%	0.6%	7.9%	1.2%	0.0%
c1ccc(-c2nc[nH]c2-c2ccccc2)cc1	-14.1%[46.1 µM]	0.5%&0.8%	-0.1%&0.0%	-6.3%&4.0%	-1.5%&3.8%	4.8%&-2.6%	-8.4%&4.9%	?
CCCc1cc(C(=O)NCC(C)C)no1	-9.7%[46.1 µM]	2.8%	2.2%	7.2%	2.9%	-0.6%	0.1%	2.6%
Cc1cc(NC(=O)c2noc3c2CCc2ccccc2-3)no1	-5.3%[46.1 µM]	1.9%	0.8%	-15.8%	-21.4%	-0.7%	2.4%	12.1%
CCOc1ccccc1NC(=O)c1ccccc1N(C)S(C)(=O)=O	-1.4%[46.1 µM]	3.7%	1.2%	0.3%	-5.8%	-5.7%	8.6%	1.3%
Cn1c(=O)c2c(nc(Sc3ncccn3)n2Cc2ccc(Cl)cc2)n(C)c1=O	-13.1%[46.1 µM]	1.0%	7.7%	-16.6%	6.0%	3.4%	-2.7%	-0.7%
Cc1ccccc1C(=O)NNC(=O)c1ccc(Br)cc1	15.5%	1.8%	1.1%	3.2%	0.3%	-4.4%	2.8%	-4.4%
COC(=O)c1ccsc1NC(=O)c1ccc2c(c1)OCCO2	-5.9%	-0.6%	-1.1%	-1.6%	24.2%	?	2.4%	-18.8%
Cc1ccc(N=Nc2c(N)n(-c3ccccc3)[nH]c2=O)cc1	-20.1%[46.1 µM]	-2.3%	-1.3%	1.3%	-14.1%	-2.2%	-27.0%	10µM*[quencher]
CCc1cccc(C)c1NS(=O)(=O)c1c(C)nc2sccn2c1=O	nt	1.5%	2.4%	-2.7%	nt	-0.9%	nt	-5.2%
O=C(CCn1nnc2ccccc21)N/N=C\Cc1ccccc1	3.6%	0.5%	-0.9%	3.5%	-10.1%	6.0%	-1.6%	0.0%
O=C(Nc1ccccc1N1CCN(c2ccc(F)cc2)CC1)C12CC3CC(CC(C3)C1)C2	-23.9%[46.1 µM]	-4.5%	2.0%	3.5%	-6.7%	0.3%	3.7%	-16.5%
CN(C(=O)c1sc2nc(N3CCOCC3)c3c(c2c1N)CCCC3)c1ccccc1	-37.1%	0.9%	-1.1%	-1.6%	8.5%	13.6%	16.3%	?
CC(=O)c1cccc(NC(=O)C(NC(C)C)c2ccccc2)c1 (stereo unspecified)	17.3%	-2.7%	0.0%	-4.7%	-2.4%	-2.6%	-0.5%	-17.3%
COC(=O)c1cc2ccsc2n1CC(=O)Nc1cc(Cl)ccc1OC	-9.8%[46.1 µM]	-2.9%	1.8%	-0.2%	9.0%	-9.8%	11.1%	?
COc1cccc(CNC(=O)CN2C(=O)N(c3cc(C)ccc3C)S(=O)(=O)c3ccccc32)c1OC	nt	-2.5%	-0.5%	-6.7%	nt	-5.0%	nt	-14.7%
CCNS(=O)(=O)c1ccc(CCC(=O)Nc2ccc(C(=O)OC)cc2)cc1	0.7%	-6.4%	?	-5.6%	5.1%	0.7%	26.2%	-5.9%
CCSc1nnc(NC(=O)c2c(-c3ccccc3Cl)noc2C)s1	-8.9%[46.1 µM]	2.2%	-8.6%	-31.3%	15.0%	0.3%	22.8%	-0.8%
CCOc1ccc(OCC(=O)NCCS(=O)(=O)N2CCN(c3cccc(Cl)c3)CC2)cc1	nt	-22.4%	1.1%	0.5%	nt	-1.3%	nt	-13.8%
CC(=O)c1ccc(NC(=O)C2CCC(CNS(=O)(=O)c3cccs3)CC2)cc1 (stereo unspecified)	nt	-0.4%	-1.1%	6.0%	nt	3.2%	nt	-25.1%
C/C(=C\C(=O)O)C12CC3CC(CC(C3)C1)C2	12.7%[46.1 µM]	2.9%	-3.9%	-16.1%	11.9%	4.3%	-14.2%	10.4%
CCN(CC)c1ccc(NC(=O)COc2ccc(C)cc2)cc1	-16.1%[46.1 µM]	1.7%	-0.7%	0.0%	-1.2%	2.0%	-15.4%	-24.1%
CCOc1cc(C)c(C(C)C)cc1S(=O)(=O)n1ccnc1CC	nt	-4.5%	0.0%	1.6%	nt	?	nt	-11.7%

No new results follow: 2 of the compounds above.
SMILES	NPSR antag	TexasRed fluor	Epigenetic reg	TRb-SRC2 inh	aGal spleen mod	Tau FP inhib	CBFb-RUNX1 inh	Tau fluor counter
CCN(CC)c1ccc(NC(=O)COc2ccc(C)cc2)cc1	-16.1%[46.1 µM]	1.7%	-0.7%	0.0%	-1.2%	2.0%	-15.4%	-24.1%
CCOc1cc(C)c(C(C)C)cc1S(=O)(=O)n1ccnc1CC	nt	-4.5%	0.0%	1.6%	nt	?	nt	-11.7%

More results
SMILES	NPSR antag	TexasRed fluor	Epigenetic reg	TRb-SRC2 inh	aGal spleen mod	Tau FP inhib	CBFb-RUNX1 inh	Tau fluor counter
Oc1cccc(Nc2nc(O)c(/C=C3\C=Nc4ccccc43)s2)c1	?	-11.6%	1.5%	3.1%	-19.7%	13.2%	-14.4%	11.2µM*[quencher]
Cc1ccc2nc(N(Cc3cccnc3)C(=O)c3cccs3)sc2c1	nt	-1.0%	1.0%	-2.9%	nt	-3.9%	nt	-6.8%
Cc1ccc(C(=O)N2CCN(C(=O)CN3CCCC3)C2)cc1	-7.0%[46.1 µM]	2.6%	0.8%	-4.7%	-3.9%	1.7%	1.1%	2.6%
COc1cc2ccccc2cc1C(=O)N1CCN(c2nc3ccc(F)cc3s2)CC1	nt	-2.1%	3.5%	-9.4%	nt	-8.0%	nt	-18.4%
CCOC(=O)C/C(C)=N/NC(=O)COc1ccccc1C	14.8%[46.1 µM]	-1.7%	0.1%	8.0%	2.2%	1.4%	0.1%	-4.0%
C=CCn1c(-c2ccccc2)c[nH]c1=S	-11.0%[46.1 µM]	0.2%	0.9%	7.8%	8.2%	6.4%	6.4%	-7.5%

An excerpt of these results, with values under each structure:
Every second line gives: NPSR antag, TexasRed fluor, Epigenetic reg, TRb-SRC2 inh, aGal spleen mod, Tau FP inhib, CBFb-RUNX1 inh, Tau fluor counter
CN(C(=O)c1sc2nc(N3CCOCC3)c3c(c2c1N)CCCC3)c1ccccc1
 : -37.1%, 0.9%, -1.1%, -1.6%, 8.5%, 13.6%, 16.3%, ?
CC(=O)c1cccc(NC(=O)C(NC(C)C)c2ccccc2)c1 (stereo unspecified)
 : 17.3%, -2.7%, 0.0%, -4.7%, -2.4%, -2.6%, -0.5%, -17.3%
COC(=O)c1cc2ccsc2n1CC(=O)Nc1cc(Cl)ccc1OC
 : -9.8%[46.1 µM], -2.9%, 1.8%, -0.2%, 9.0%, -9.8%, 11.1%, ?
COc1cccc(CNC(=O)CN2C(=O)N(c3cc(C)ccc3C)S(=O)(=O)c3ccccc32)c1OC
 : nt, -2.5%, -0.5%, -6.7%, nt, -5.0%, nt, -14.7%
CCNS(=O)(=O)c1ccc(CCC(=O)Nc2ccc(C(=O)OC)cc2)cc1
 : 0.7%, -6.4%, ?, -5.6%, 5.1%, 0.7%, 26.2%, -5.9%
CCSc1nnc(NC(=O)c2c(-c3ccccc3Cl)noc2C)s1
 : -8.9%[46.1 µM], 2.2%, -8.6%, -31.3%, 15.0%, 0.3%, 22.8%, -0.8%
CCOc1ccc(OCC(=O)NCCS(=O)(=O)N2CCN(c3cccc(Cl)c3)CC2)cc1
 : nt, -22.4%, 1.1%, 0.5%, nt, -1.3%, nt, -13.8%
CC(=O)c1ccc(NC(=O)C2CCC(CNS(=O)(=O)c3cccs3)CC2)cc1 (stereo unspecified)
 : nt, -0.4%, -1.1%, 6.0%, nt, 3.2%, nt, -25.1%
C/C(=C\C(=O)O)C12CC3CC(CC(C3)C1)C2
 : 12.7%[46.1 µM], 2.9%, -3.9%, -16.1%, 11.9%, 4.3%, -14.2%, 10.4%
CCN(CC)c1ccc(NC(=O)COc2ccc(C)cc2)cc1
 : -16.1%[46.1 µM], 1.7%, -0.7%, 0.0%, -1.2%, 2.0%, -15.4%, -24.1%
CCOc1cc(C)c(C(C)C)cc1S(=O)(=O)n1ccnc1CC
 : nt, -4.5%, 0.0%, 1.6%, nt, ?, nt, -11.7%
Oc1cccc(Nc2nc(O)c(/C=C3\C=Nc4ccccc43)s2)c1
 : ?, -11.6%, 1.5%, 3.1%, -19.7%, 13.2%, -14.4%, 11.2µM*[quencher]
Cc1ccc2nc(N(Cc3cccnc3)C(=O)c3cccs3)sc2c1
 : nt, -1.0%, 1.0%, -2.9%, nt, -3.9%, nt, -6.8%
Cc1ccc(C(=O)N2CCN(C(=O)CN3CCCC3)C2)cc1
 : -7.0%[46.1 µM], 2.6%, 0.8%, -4.7%, -3.9%, 1.7%, 1.1%, 2.6%
